# Fam108B inh: mouse Fam108B serine hydrolase inhibitors, primary screen, counter-screen for RBBP9 inhibitor project, biochemical, fluorescence polarization | AID 1947, 2009 | actives 0.33% (n = 300,000) | inhibition, % at 9.51 µM | recombinant Fam108B, FP-Rh probe fluorescence polarization;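 active = inhibition above the screen mean inhibition plus 3 SD, computed separately per campaign, cut at about 18% in these data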;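 note: inhibitors lower polarization as less probe binds the enzyme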
# ZTA counter: ZTA (EBV) inhibition in EBNA-1 counter-screen; ZTA-DNA binding, fluorescence polarization; P03206; actives 0.15% (n = 320,000); inhibition, % at 11 µM; in the data active = inhibition above about 33%
# Target sequence (P03206 whole entry, looked up): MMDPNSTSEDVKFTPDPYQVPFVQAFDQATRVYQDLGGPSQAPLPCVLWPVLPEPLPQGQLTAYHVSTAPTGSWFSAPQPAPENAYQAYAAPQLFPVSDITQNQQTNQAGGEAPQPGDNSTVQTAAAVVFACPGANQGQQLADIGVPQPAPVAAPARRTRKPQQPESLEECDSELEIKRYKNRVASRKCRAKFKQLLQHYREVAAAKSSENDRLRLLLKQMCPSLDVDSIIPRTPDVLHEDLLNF
# Bcl-xL primary: inhibitors of human Bcl-xL, primary screen, biochemical, fluorescence polarization, HTS; GST-Bcl-xL / FITC-Bim BH3 peptide fluorescence polarization; inhibition, % at 10.9 µM; actives 0.7% (n = 320,000);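 active = inhibition above the mean of all tested compounds plus 3 SD, cutoff set per campaign, cut at about 30% in these data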;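 note: 0% = DMSO wells and 100% = unlabeled Bim-BH3 peptide competitor; inhibitors lower millipolarization by displacing the labeled peptide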
# MEX-5 binding: MEX-5 zinc finger RNA-binding disruptors – biochemical, C. elegans, fluorescence polarization, MLPCN library, primary screen. MEX-5/FITC-TCR2 RNA binding; active compounds read low. activity score (negative = inhibition of binding), % at 10 µM. actives 0.38% (n = 300,000). AID 1832, 2009;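 active = inhibition past about -25% in most replicates, and total fluorescence under double the plate's negative control median, limit read from the data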;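 note: 0% = DMSO and -100% = 5 µM competing unlabeled TCR2 RNA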
# Target sequence (Q9XUB2 whole entry, looked up): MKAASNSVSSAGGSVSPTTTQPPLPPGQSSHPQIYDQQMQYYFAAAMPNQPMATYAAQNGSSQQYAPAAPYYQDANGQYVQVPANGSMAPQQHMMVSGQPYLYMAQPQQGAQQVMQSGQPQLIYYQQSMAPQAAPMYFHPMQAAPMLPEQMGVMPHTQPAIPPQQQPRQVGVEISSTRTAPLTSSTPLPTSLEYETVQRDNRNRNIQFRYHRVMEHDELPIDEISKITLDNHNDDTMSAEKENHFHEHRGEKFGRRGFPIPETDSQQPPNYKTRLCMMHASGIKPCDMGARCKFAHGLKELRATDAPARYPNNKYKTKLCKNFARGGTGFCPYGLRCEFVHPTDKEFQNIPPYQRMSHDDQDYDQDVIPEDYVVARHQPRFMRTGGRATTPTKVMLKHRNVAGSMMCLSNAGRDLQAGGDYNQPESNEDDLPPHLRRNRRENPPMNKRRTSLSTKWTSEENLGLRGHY
# Efflux pump inh: inhibitors of Candida efflux pumps in yeast, primary screen, S. cerevisiae, Nile Red, multiplex; S. cerevisiae Candida pump triplex; inhibition, % at 10 µM; actives 0.44% (n = 330,000); AID 485275, 2010;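 active = plate passing quality check with inhibition over a set limit, or well fluorescence over plate mean plus 4 SD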;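 note: Nile Red retained in pooled yeast measured as flow cytometry median fluorescence; 0% = buffer negative control and 100% = Enniatin B positive control; higher means more Nile Red kept so more efflux inhibition; some compounds called inactive have numbers as strong as hits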
# GLD-1 RNA inh: GLD-1/TGE RNA complex disruptors, primary screen, biochemical, fluorescence polarization; purified GLD-1 + fluorescein TGE RNA; inhibition, % at 5.96 µM; actives 0.44% (n = 320,000);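 active = percent inhibition above a per-plate cutoff, the plate mean of test compounds plus 3 SD, cut at about 30% in these data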;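 note: 0% = DMSO wells with GLD-1 and probe and 100% = wells lacking GLD-1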
# EBNA-1 inh: EBNA-1 DNA-binding inhibitors, primary screen, biochemical, fluorescence polarization | AID 1950, 2009 | inhibition, % at 14.8 µM | actives 0.34% (n = 300,000); in the data active = inhibition above about 28%
# Yeast superoxide: reduction of superoxide in aged yeast, primary screen, HTS. S. cerevisiae aged cells, superoxide DHE fluorescence; active compounds read low. superoxide response (% of plate mean), % at 10 µM. actives 0.18% (n = 330,000);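 active = superoxide response under a set limit, about three screen SD below normal, cut at about 65% in these data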;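 note: yeast aged for seven days with compound at 30 °C before DHE staining; 100% = average MFI of all compound-treated wells on the plate with controls excluded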
# MCL1-BIM inh: inhibitors of MCL1 binding to BIM-BH3, primary screen, biochemical, fluorescence polarization; Induced myeloid leukemia cell differentiation protein Mcl-1 (Homo sapiens), Q07820; actives 0.68% (n = 320,000); inhibition, % at 10.9 µM; GST-MCL1 / FITC-Bim-BH3 fluorescence polarization;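 active = inhibition above the mean inhibition of all tested compounds plus 3 SD, set per campaign, cut at about 40% in these data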;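 note: 0% = DMSO wells and 100% = unlabeled Bim-BH3 peptide control; higher means more loss of mP so more displacement of Bim peptide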
# Target sequence (Q07820 whole entry, looked up): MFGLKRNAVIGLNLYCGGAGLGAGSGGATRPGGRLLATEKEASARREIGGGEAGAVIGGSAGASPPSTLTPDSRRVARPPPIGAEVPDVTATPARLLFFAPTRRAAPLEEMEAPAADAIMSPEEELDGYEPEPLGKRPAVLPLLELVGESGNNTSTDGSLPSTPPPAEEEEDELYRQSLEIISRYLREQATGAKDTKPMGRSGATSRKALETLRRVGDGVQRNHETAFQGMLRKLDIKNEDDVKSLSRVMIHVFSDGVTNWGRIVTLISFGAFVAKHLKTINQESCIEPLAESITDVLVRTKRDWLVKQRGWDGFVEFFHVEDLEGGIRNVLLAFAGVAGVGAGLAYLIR
# Active calls of the source: *; . = not tested or not shown.
SMILES,Fam108B inh,ZTA counter,Bcl-xL primary,MEX-5 binding,Efflux pump inh,GLD-1 RNA inh,EBNA-1 inh,Yeast superoxide,MCL1-BIM inh
COc1ccccc1NC(=O)CSc1nc(N)c(C#N)cc1C#N,-8,9,-11,-0.9,0.0,-9,0,95,-25
CCc1cc2c(=O)n(C(C)C(=O)OC3CCCCC3)cnc2s1 (stereo not drawn),2,-8,5,1.8,0.0,1,3,85,10
C/C(=C\C(=O)c1ccccc1)Nc1ccc2c(c1)OCO2,1,9,6,-1.4,0.7,-3,-4,104,-2
O=C(CC1C(=O)NCCN1Cc1c(F)cccc1Cl)NCCCn1ccnc1 (stereo not drawn),-3,10,2,4.2,0.0,6,0,105,10
CC1CCN(C(=O)CN2C(=O)C(=O)N(C)C2=O)c2ccccc2S1 (stereo not drawn),.,-1,3,.,-0.1,9,.,101,5
COc1ccc(C(=O)C2CCCN(Cc3cccn3-c3nccs3)C2)cc1F (stereo not drawn),5,-2,4,2.4,-0.1,1,3,76,6
COc1ccc(C2NCCn3cccc32)cc1 (stereo not drawn),1,-3,8,-1.1,-0.1,-12,0,106,4
CN(CCC#N)C(=O)COC(=O)c1c2c(nc3ccccc13)/C(=C/c1ccco1)CC2,15,-2,44*,-24,0.2,-23,11,120,67*
CCCN(CC(=O)Nc1ccc(F)c(F)c1F)C(=O)Cc1ccc(S(=O)(=O)N2CCOCC2)s1,.,3,-5,.,0.0,-13,.,101,-6
COc1ccc(-c2cn(Cc3ccc(C(=O)c4ccccc4)cc3)nn2)cc1,-3,-19,4,3.9,-0.1,1,28*,118,-4
COc1ccccc1/C=C1/C(=O)N(c2ccc([N+](=O)[O-])cc2)N=C1C,3,-4,-6,0.1,-0.1,2,-6,98,-8
COc1ccc(CNC(=O)CSc2ncnc3ccccc23)cc1OC,-7,4,-14,2.0,0.3,-7,-12,105,-12
COc1cc(C(=O)N=c2sc3c(C)ccc(OC)c3n2C)cc(OC)c1OC,-5,-1,1,1.3,0.3,11,-11,104,2
CC[C@H](C)[C@H](NC(N)=O)C(=O)NNC(=O)c1ccc(COc2cccc3cccnc23)cc1,0,-8,-3,0.2,0.0,2,5,95,-15
O=C(CNC(=O)c1ccccc1)NCC(=O)OCc1ccccc1Cl,-2,6,0,0.8,-0.1,-8,6,109,-4
O=C(COc1cccc(-n2cnnn2)c1)Nc1ccc([N+](=O)[O-])cc1,-2,3,-4,-0.6,-0.1,-8,13,100,-5
Cc1ccc(OCC(=O)N(Cc2ccccc2)c2ccccn2)cc1,4,2,6,-0.7,0.0,3,5,120,7
CSc1ncccc1C(=O)N(C)CC(=O)Nc1cccc(F)c1,0,6,-12,-0.4,0.1,0,4,96,-16
Cc1c(N2C(=O)C(C)SC23C(=O)Nc2ccccc23)c(=O)n(-c2ccccc2)n1C (stereo not drawn),3,6,-2,0.5,0.1,6,-10,97,2
Cn1c(N)c(C#N)c(C#N)c1-c1ccccc1,1,4,7,.,0.2,-7,-13,107,-3
COc1ccc(-c2csc3ncnc(N4CCN(S(=O)(=O)c5ccc(C)cc5)CC4)c23)cc1,-6,-7,-10,0.5,0.0,-5,17,96,-16
N#Cc1cccc(NC(=O)Cn2cnc(S(=O)(=O)N3CCOCC3)c2)c1,4,-3,4,-0.4,0.2,7,9,97,4
CCCCc1ccc(C2C3=C(CC(C)(C)CC3=O)NC3=C2C(=O)c2ccccc23)cc1 (stereo not drawn),18,18,7,1.2,-0.2,8,-7,94,10
O=C(Nc1ccc(F)cc1)c1cc2cc(Cl)ccc2[nH]1,-15,-3,-4,2.2,0.4,-1,2,101,-5
CN(C[C@@H](CC1CCCCC1)N(C[C@H](Cc1ccccc1)N(CCc1ccccc1)N=O)N=O)N=O,-3,9,7,2.3,.,3,10,.,3

# (continued)
SMILES,Fam108B inh,ZTA counter,Bcl-xL primary,MEX-5 binding,Efflux pump inh,GLD-1 RNA inh,EBNA-1 inh,Yeast superoxide,MCL1-BIM inh
Clc1ccccc1C1CC(c2ccccc2)=Nc2ccccc2N1 (stereo not drawn),0,10,3,5.3,-0.1,0,11,105,2
COc1cccc(NC(=O)CCc2c(C)nn(-c3ccc(N4CCOCC4)nn3)c2C)c1,-1,3,5,-0.5,-0.1,0,12,166,1
O=C(CSc1n[nH]c(=O)[nH]c1=O)NCC1CCCCC1,-1,2,6,-0.5,-0.1,4,-2,77,28
Cc1nnc(NC(=O)c2ccco2)s1,4,-8,1,-0.4,-0.1,-5,-18,96,-5
Cc1ccc(C)n1-c1ncc(Br)cn1,2,13,-2,1.2,-0.1,-2,-6,92,-3
COc1ccc(-n2c(CN3CCN(c4ccc(F)cc4)CC3)nc3ccc([N+](=O)[O-])cc3c2=O)c(OC)c1,7,-10,0,-2.6,0.5,-1,-16,97,0
CCCCCCCCCC(=O)OCC(O)CO (stereo not drawn),3,15,2,0.4,0.0,3,0,83,4
CCCC(C)C(=O)Nc1ccc(NC(C)=O)cc1 (stereo not drawn),-3,-6,5,-0.9,0.1,14,1,96,4
Cc1ccccc1NC(=O)CCCSc1nc2ccccc2s1,-2,-2,2,3.8,-0.1,1,-5,89,1
CCn1c(N)c(C(=O)NC2CCCCC2)sc1=S,2,-5,7,0.9,0.1,-3,2,102,17
Cc1nc([N+](=O)[O-])cn1CC(O)c1ccc(-c2ccccc2)cc1 (stereo not drawn),-1,16,0,-0.4,-0.2,8,-3,125,1
COc1cccc2cc(C(=O)N(Cc3ccccc3)CC3CCCO3)c(=O)oc12 (stereo not drawn),-3,1,-3,-1.6,-0.1,-1,1,97,-8
CCOc1cc2c(cc1OCC)CN(CC(=O)Nc1ccccc1C(=O)NC1CC1)CC2,.,-6,-1,.,-0.2,-2,.,85,-11
O=C(NCc1ccc(Cl)cc1)c1ccc(CSc2nc3ccncc3[nH]2)cc1,-7,14,7,0.2,-0.1,6,2,96,2
COc1ccc(C(=O)C[n+]2ccccc2C)cc1,1,8,2,0.6,0.0,-1,3,99,-3
CC(C)NCC1CCc2cc(CO)c([N+](=O)[O-])cc2N1 (stereo not drawn),2,9,6,0.0,-0.1,9,6,103,10
CC(C)c1ccc(NC(=O)COc2ccccn2)cc1,0,-4,1,-0.1,0.0,8,3,105,2
COc1cc(Cl)c(C)cc1NC(=O)CCCN1C(=O)CCC1=O,1,-2,-1,-1.0,0.2,-5,-7,101,1
COC(=O)Cc1ccc(NC(=S)N2CCN(c3ccc(OC)cc3)CC2)cc1,2,-3,2,0.4,0.1,0,-10,113,12
C=CCSc1nnc(CNC(=O)c2ccc(Cl)cc2)n1CC,6,-10,1,2.4,-0.1,9,-3,96,-4
CCCNC(=S)N1CCC(NC(=O)C2CCCCC2)CC1,-3,-3,0,-1.0,0.0,-9,2,105,-3
Oc1ccccc1/C=N/Nc1nccnc1Cl,0,-2,-1,2.3,-0.1,7,-1,90,3
O=c1[nH]nc(SCc2nnc(-c3cccc(Cl)c3)o2)n1C1CCCCC1,1,-3,-3,-0.3,0.1,4,-4,105,-3
COc1ccc(C(c2c[nH]c3ccccc23)c2c[nH]c3ccccc23)cc1O,7,-1,-4,-0.5,-0.2,5,8,97,-5
COc1ccc(C2/C(=C(/O)c3ccc(F)cc3)C(=O)C(=O)N2CCCN2CCOCC2)cc1OC (stereo not drawn),2,-11,0,-3.8,0.2,6,-4,107,11

# (cont.)
SMILES,Fam108B inh,ZTA counter,Bcl-xL primary,MEX-5 binding,Efflux pump inh,GLD-1 RNA inh,EBNA-1 inh,Yeast superoxide,MCL1-BIM inh
O=C(Nc1ccc(F)c(F)c1)c1ccc2c(c1)OCO2,-1,9,2,-1.1,-0.2,9,-3,125,-1
COC(=O)CSc1nnc(CNc2nc(-c3ccccc3)cs2)n1C,-1,7,2,2.5,-0.1,-3,6,98,0
COc1cc(C2C(N3C(=O)c4ccccc4C3=O)C(=O)N2c2ccc(C)c(C)c2)cc(OC)c1OC (stereo not drawn),-3,6,2,0.1,-0.1,9,-6,92,1
COc1cc(C(=O)NC(C)c2cnn(-c3ccccc3C)c2C)cc(OC)c1OC (stereo not drawn),2,6,3,-0.1,0.0,2,-6,108,5
C/C(CC(=O)NC1CCCCC1)=N\NC(=O)c1ccccn1,-2,0,2,-3.6,-0.1,1,3,98,10
CCCCCCC(C)OC(=O)Nc1cccc2ccccc12 (stereo not drawn),-8,2,-1,-1.1,-0.1,10,0,120,-1
O=C1CC(c2ccc(Cl)cc2)CC(O)=C1C=NCc1ccc(Cl)c(Cl)c1 (stereo not drawn),5,-6,-1,0.3,0.2,-3,-14,108,1
COc1ccc(CCN2C(=O)C3C4C=CC(C4)C3C2=O)cc1OC (stereo not drawn),-3,-2,1,-1.2,0.0,4,-2,103,-4
COc1ccc(OC)c(C2C=C(C34CC5CC(CC(C5)C3)C4)NC(=S)N2)c1 (stereo not drawn),-2,-29,-4,-0.1,0.3,2,3,101,-5
CC(=O)Oc1ccc2c3c(c(=O)oc2c1C)CCCC3,-6,-8,-8,-0.4,0.1,-23,-13,91,-15
O=C1C2C(c3ccccc3)C=CC(c3ccccc3)C2C(=O)N1c1ccccn1 (stereo not drawn),2,7,10,-0.9,0.6,2,-4,103,1
CC(=O)c1cc(C#N)c(Oc2ccc(Cl)cc2Cl)nc1C,2,3,-2,-0.1,0.3,1,-12,101,-2
COc1ccc(NC(=O)c2cc(S(=O)(=O)N3CCCC3)oc2C)cc1,3,-5,2,0.6,0.4,-1,-3,114,-11
COc1ccccc1C(=O)NCCn1cc(SCC(=O)Nc2nnc(C)s2)c2ccccc21,3,-2,1,4.9,-0.1,3,7,100,-2
Cc1ccsc1C1C(C#N)=C(N)OC2=C1C(=O)CCC2 (stereo not drawn),4,6,8,.,0.0,3,1,94,-1
COc1ccccc1CC(=O)N1CCN(c2ccccn2)CC1,4,1,10,-0.5,-0.1,1,6,86,18
COc1ccc(CNC(=O)CN(CC2CCCO2)C(=O)CNS(=O)(=O)c2ccccc2)cc1 (stereo not drawn),-3,7,1,2.4,0.0,-4,2,104,0
O=C(CN1N=C(C(F)(F)F)CC1(O)c1ccc([N+](=O)[O-])cc1)c1ccccc1 (stereo not drawn),0,-4,3,-0.3,0.0,2,3,106,5
COC(=O)CSc1nnc(-c2cnccn2)n1C,2,5,3,-6.3,-0.1,3,9,119,2
C=CCOc1ccccc1CN1CCN(CCc2ccccc2)C(CCO)C1 (stereo not drawn),-1,18,1,1.3,0.0,1,-1,100,4
COc1ccccc1CNc1nc(S(=O)(=O)c2ccccc2)c(Cl)s1,-7,-20,0,4.3,-2.1,-4,-3,118,-2
Cc1cc(NC(=O)CS(=O)(=O)c2c[nH]c3ccccc23)no1,6,7,7,1.6,0.2,-1,-2,107,8
Cc1cc(C(=O)Nc2ccncc2)c2ccccc2n1,-2,4,3,3.6,0.1,-1,-10,98,1

# Single records (already shown). Order of screens: Fam108B inh, ZTA counter, Bcl-xL primary, MEX-5 binding, Efflux pump inh, GLD-1 RNA inh, EBNA-1 inh, Yeast superoxide, MCL1-BIM inh
# `COc1ccccc1/C=C1/C(=O)N(c2ccc([N+](=O)[O-])cc2)N=C1C` in the list: 3, -4, -6, 0.1, -0.1, 2, -6, 98, -8
# `COc1ccc(-c2csc3ncnc(N4CCN(S(=O)(=O)c5ccc(C)cc5)CC4)c23)cc1` in the list: -6, -7, -10, 0.5, 0.0, -5, 17, 96, -16
# `O=c1[nH]nc(SCc2nnc(-c3cccc(Cl)c3)o2)n1C1CCCCC1` in the list: 1, -3, -3, -0.3, 0.1, 4, -4, 105, -3
# `CCOc1cc2c(cc1OCC)CN(CC(=O)Nc1ccccc1C(=O)NC1CC1)CC2` in the list: ., -6, -1, ., -0.2, -2, ., 85, -11

# Bioassay records deposited in PubChem BioAssay by several laboratories.
